G9a inh – blocks human histone lysine methyltransferase G9a. 350,000 tested, 8.8% active. G9a H3K9 monomethylation, AlphaScreen, 2 h. AID 504332. Potency, µM (highest dose often 102 µM), without a hit: at the highest dose activity, negative = inhibition, most hits filed as inhibitors. Q96KQ7; note: potency is the fitted concentration of half-maximal effect; % is set by controls: 0 for no effect and ±100 for the full control effect; nearly all actives have a fitted effect of over 75% in size
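Using a bead-based AlphaScreen, monomethylated H3K9 product from 2 h room-temperature reactions (G9a 20 nM, peptide 500 nM, SAM 20 uM) was detected with 0.5 ug/mL rabbit anti-H3K9me1 antibody.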
JMJD2A Tudor inh – inhibitors of human JMJD2A Tudor domain. 390,000 tested, 4.4% active. Potency, µM (series often up to 114 µM), without a hit: top-dose activity change, negative = inhibition, hits mostly inhibitors. AID 504339. AlphaScreen JMJD2A-Tudor / H3K4me3 peptide binding. O75164; note: potency is the fitted concentration of half-maximal effect; % is set by controls: 0 for no effect and ±100 for the full control effect; nearly all actives have a fitted effect of over 50% in size
GLS inhibitor – inhibitors of human glutaminase (GLS); O94925; GLS enzymatic activity, qHTS titration; Potency, µM (top dose mostly 45.5 µM), without a hit: top-dose activity change, negative = inhibition, most hits filed as inhibitors; 410,000 tested, 0.21% active; note: potency is the fitted concentration of half-maximal effect; % is set by controls: 0 for no effect and ±100 for the full control effect
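Compounds were pin-transferred onto hKGA, after which L-glutamine (1 mM solution) and a detection mix of glutamate oxidase, HRP and Amplex Red were added. Initial and 30 min RT fluorescence reads were collected.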
PI4K2A block – blocks human PI4K2A kinase activity; Q9BTU6; purified PI4K2A, ADP-Glo luminescence, 1 h; stronger effect = lower value; activity change, negative = inhibition, % at 76.9 µM; 420,000 tested, 0.13% active; AID 1346378; in the data active = activity change below about -50%; inconclusive = mostly about -30% to -49%;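 note: -100% = wells without enzyme as full effect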
Target sequence (Q9BTU6 whole entry, looked up): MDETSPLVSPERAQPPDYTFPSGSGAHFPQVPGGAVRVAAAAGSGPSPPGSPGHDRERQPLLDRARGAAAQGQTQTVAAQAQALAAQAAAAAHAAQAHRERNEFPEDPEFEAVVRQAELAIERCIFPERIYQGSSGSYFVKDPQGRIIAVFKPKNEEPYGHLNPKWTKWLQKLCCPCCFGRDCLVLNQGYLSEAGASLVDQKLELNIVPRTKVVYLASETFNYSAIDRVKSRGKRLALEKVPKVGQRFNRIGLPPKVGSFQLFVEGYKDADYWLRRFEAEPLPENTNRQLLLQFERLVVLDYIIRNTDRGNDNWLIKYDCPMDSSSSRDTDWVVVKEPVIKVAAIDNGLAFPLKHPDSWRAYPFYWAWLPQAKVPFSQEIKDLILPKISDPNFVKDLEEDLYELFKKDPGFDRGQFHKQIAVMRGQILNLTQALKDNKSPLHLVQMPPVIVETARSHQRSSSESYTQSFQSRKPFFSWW
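In this quantitative HTS, ADP production by PI4K2A was quantified luminescently after 1 h at ambient temperature; 100 microM adenosine served as plate-quality control.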
Pin1 inh – human Pin1 inhibition. Q13526. Pin1 FP peptide displacement, HiFluor488, 10 min. Potency, µM (titrated, usually from 115 µM), for inactives: at the highest dose activity, negative = inhibition, hits mostly inhibitors. 390,000 tested, 0.009% active. AID 504891; active = well fitted inhibition curve with a large enough effect in the polarisation, with a control signal flat, not every such curve was filed as active; inconclusive = small, poorly fitted or top-dose-only effect, or effect the other way, or a change in a side signal; inactive = no such curve, though single readings can be large or run the other way; the % refers to the polarisation; note: potency is the fitted concentration of half-maximal effect; % is set by controls: 0 for no effect and ±100 for the full control effect
HP1b chromo inh – inhibitors of HP1-beta chromodomain binding to methylated histone tails | P83916 | AlphaScreen HP1-beta / biotin-H3K9me3 peptide binding | Potency, µM (doses to about 114 µM), for inactives: top-dose activity change, negative = inhibition, usual class: inhibitors | 390,000 tested, 0.56% active | AID 540317; note: potency is the fitted concentration of half-maximal effect; nearly all actives have a fitted effect of over 70% in size; inactives centre near 23
Target sequence (P83916 whole entry, looked up): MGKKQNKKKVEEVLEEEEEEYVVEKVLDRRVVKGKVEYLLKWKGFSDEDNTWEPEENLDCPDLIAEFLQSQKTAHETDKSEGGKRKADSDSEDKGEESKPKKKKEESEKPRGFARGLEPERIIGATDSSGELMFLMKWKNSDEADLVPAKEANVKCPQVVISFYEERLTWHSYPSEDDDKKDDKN
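AlphaScreen: HP1-beta (50 nM) preformed 30 min with biotin-H3(1-18)K9me3 peptide (50 nM) in PBS pH 7.4, 0.01% Tween-20. Compound added for 30 min at RT, then streptavidin donor/nickel chelate acceptor beads (10 ug/mL) for 30 min.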
PGK inhibitor – T. brucei PGK inhibition | 380,000 tested, 0.043% active | PGK/GAPDH coupled, Kinase-Glo luminescence, 60 min | Potency, µM (top dose mostly 57.5 µM), for inactives: at the highest dose activity change, negative = inhibition, most hits filed as inhibitors | AID 602233; note: potency is the fitted concentration of half-maximal effect; % is set by controls: 0 for no effect and ±100 for the full control effect; nearly all actives have a fitted effect of over 60% in size
Target sequence (P07378 whole entry, looked up): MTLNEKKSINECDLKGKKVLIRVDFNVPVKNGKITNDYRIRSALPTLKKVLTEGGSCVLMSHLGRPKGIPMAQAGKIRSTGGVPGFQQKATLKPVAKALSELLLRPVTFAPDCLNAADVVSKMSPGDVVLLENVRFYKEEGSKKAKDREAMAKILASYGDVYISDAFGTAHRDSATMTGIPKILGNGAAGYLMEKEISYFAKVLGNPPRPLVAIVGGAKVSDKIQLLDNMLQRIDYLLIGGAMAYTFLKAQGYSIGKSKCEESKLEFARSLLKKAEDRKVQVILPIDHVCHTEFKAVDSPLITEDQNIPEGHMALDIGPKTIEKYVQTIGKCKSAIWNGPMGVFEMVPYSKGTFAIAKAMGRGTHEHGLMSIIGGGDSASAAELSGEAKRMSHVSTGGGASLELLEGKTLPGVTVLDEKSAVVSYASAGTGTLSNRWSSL
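Luminescent ATP detection (Kinase-Glo Plus) follows a 60-minute room-temperature incubation, with wells lacking PGK as controls. Buffer: 100 mM TEA (pH 7.6), 5 mM MgCl2, 0.01% Tween-20. Coupling enzyme GAPDH (100 nM final) supplies unstable 1,3-BPG in-well.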
ERG-DNA inh – inhibitors of human ERG Ets domain-DNA interaction; P11308; fluorescence polarization, His-ERG Ets domain / labelled DNA; Potency, µM (top dose mostly 76.9 µM), without a hit: top-dose FP activity, negative = inhibition, most hits filed as inhibitors; 370,000 tested, 0.028% active; active = well fitted inhibition curve with a large enough effect in the polarisation, with a control signal flat; inconclusive = small, poorly fitted or top-dose-only effect, or effect the other way, or a change in a side signal; inactive = no such curve, though single readings can be large or run the other way; the % refers to the polarisation;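 note: polarization taken with two DNA probes labelled with fluorescein and Texas red; potency is the fitted concentration of half-maximal effect; % of control where 0% means no effect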
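His-tagged ERG Ets domain (1 uM in the protein solution; 300mM KCl, 50mM Tris-HCl, 1mM EDTA, 1mM DTT, pH 7.5) received compound, then a probe mix of 5 nM fluorescein-DNA and 100nM Texas-615-DNA. Fluorescence polarization was read for both dyes.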
BAZ2B inh – inhibitors of human BAZ2B bromodomain. Q9UIF8. AlphaScreen BAZ2B-H3K14Ac peptide displacement. Potency, µM (top dose mostly 114 µM), for the others: at the top dose activity change, negative = inhibition, usual class: inhibitors. 360,000 tested, 4.4% active. AID 504333; note: potency is the fitted concentration of half-maximal effect; % is set by controls: 0 for no effect and ±100 for the full control effect; nearly all actives have a fitted effect of over 60% in size
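AlphaScreen displacement of biotin-H3(5-23)K14Ac peptide (50 nM final) from BAZ2B (50 nM final) in PBS pH 7.4, 0.01% Tween-20; complex preformed 30 min RT, then compounds (top 110 uM) 30 min RT, beads 20 min dark.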
Starred values were filed as active, the others as inactive; i = inactive; ? = inconclusive; . = not tested or not shown; [ ] = dose if it differs, or a comment. Unless noted, calls come from the whole dose curve; as a rule, active = well fitted curve in the direction sought with a large enough effect; inconclusive = small, poorly fitted or top-dose-only effect, or another doubt; inactive = no such curve, though single readings can be large; an effect the other way counts as inactive or inconclusive. This is a random part of the collection (roughly 11% active in at least one column).

no.	molecule	G9a inh	JMJD2A Tudor inh	GLS inhibitor	PI4K2A block	Pin1 inh
1	COc1ccccc1CNC(=O)c1ccc(Cl)c(NC2=NC3CS(=O)(=O)CC3S2)c1 (stereo unspecified)	28%	-11%	6%	-9	1%
2	COc1ccc(C2=NN(Cc3ccccc3)C3C(=O)NC(=O)C23)cc1 (stereo unspecified)	-11%[59 µM]	-31%	19%	-15	-17%
3	CCC(=O)N(c1nnc(SCC(=O)NN2C(=O)NC3(CCCCC3)C2=O)s1)C1CC1	0%[59 µM]	-16%	-5%	4	1%
4	COc1ccccc1/C=N/n1c(N)c(C(=O)NC2CCCCC2)c2nc3ccccc3nc21	17%[59 µM]	15%	2%	2	0%
5	Cc1ccccc1OCCSCc1nc2ccccc2[nH]1	-8%[59 µM]	-2%	10%	3	0%
6	O=C(CSc1nncs1)N1c2ccccc2Sc2ccccc21	18%	5%	7%	0	-1%
7	CCCn1c(SCC(=O)c2c(N)n(C3CC3)c(=O)[nH]c2=O)nc2cc(S(N)(=O)=O)ccc21	20%[12.7 µM]	-3%	3%	-1	-3%
8	CCN(CC)c1ccc(N)cc1S(=O)(=O)Nc1ccccc1OC	2.5µM*	?	7.1µM*	-1	5%
9	O=S(=O)(c1ccc(Cl)cc1)N1CCc2ccccc21	16%[59 µM]	17%	1%	-1	18%
10	N#Cc1cn(Cc2ccccc2)c2ccccc12	14%[12.7 µM]	64%[activator]	0%	2	-3%

no.	HP1b chromo inh	PGK inhibitor	ERG-DNA inh	BAZ2B inh
1	28%	1%	-9%	-34%
2	32%	4%	10%	?
3	22%	-10%	7%	15%
4	77%[activator]	-1%	-9%	10%
5	33%	-1%	5%	7%
6	20%	0%	.	4%
7	48%[activator]	-12%	4%	5%
8	11µM*	2%	-5%	?
9	59%[activator]	-10%	1%	14%
10	153%[activator]	-10%	5%	105%[activator]

The results go on:
no.	molecule	G9a inh	JMJD2A Tudor inh	GLS inhibitor	PI4K2A block	Pin1 inh
11	CC(=O)C1=NN(c2ccc(Cl)cc2)C(c2ccc3c(c2)OCO3)N(C(C)=O)N1C (stereo unspecified)	.	?	17%	-3	-7%
12	O=S(=O)(NCCN1CCCC1)c1ccc(C(F)(F)F)cc1	?	-13%	-1%	-2	5%
13	Cc1ccccc1NC(=O)/C(C#N)=C\c1cc(C)n(-c2ccc(C(=O)O)cc2)c1C	.	-35%	1%	-5	-15%
14	COc1ccc2nc(/C(C#N)=C\c3ccc(C(=O)O)cc3)[nH]c2c1	-6%	3%	-2%	-3	47%[activator]
15	CCC(=O)N(CCc1ccccc1C)Cc1cc2cc3c(cc2[nH]c1=O)OCO3	?	-11%	-1%	-2	-5%
16	O=C(c1ccc(Cl)cc1)N1CCC(O)(CSc2ccc(Cl)cc2Cl)CC1	?	-3%	3%	2	5%
17	CNC(=O)c1c(NC(=O)c2ccc(S(=O)(=O)N3CCCc4ccccc43)cc2)sc2c1CCN(C)C2	.	-31%	?	-3	?
18	Cc1ccnc(Nc2nc(-c3ccccc3)cs2)c1	-2%	-9%	-2%	-6	5%
19	CC1=C(C)CC(C(=O)NNC(=O)c2ccccc2)C(C(=O)O)C1 (stereo unspecified)	71%[activator][59 µM]	-10%	18%	3	-10%
20	CCNC(=S)N/N=C/c1cccc(C)c1	31%[59 µM]	-21%	6%	-1	-1%

no.	HP1b chromo inh	PGK inhibitor	ERG-DNA inh	BAZ2B inh
11	10%	5%	-11%	?
12	27%	-1%	-8%	5%
13	-2%	-16%	-8%	?
14	39%[activator]	0%	12%	13%
15	19%	i	-1%	-1%
16	22%	5%	-2%	18%
17	1%	i	-12%	-30%
18	67%[activator]	-1%	6%	-19%
19	16%	i	3%	-3%
20	15%	-3%	-3%	-5%

(next part)
no.	molecule	G9a inh	JMJD2A Tudor inh	GLS inhibitor	PI4K2A block	Pin1 inh
21	COc1ccc(/C=C(\NC(=O)c2ccccc2)C(=O)N/N=C/c2sccc2C)cc1	30%[59 µM]	-24%	1%	-1	33%[activator]
22	Cc1ccc(C(=O)C2=C(O)C(=O)N(Cc3cccnc3)C2c2ccc(OC(C)C)cc2)o1 (stereo unspecified)	.	?	-4%	-1	-11%
23	CC1CCN(c2c(NCC3CCC(C(=O)NCCC4=CCCCC4)CC3)c(=O)c2=O)CC1 (stereo unspecified)	11%	2%	-1%	4	0%
24	O=C(N1CCCCCC1)N1CCN(C(=O)N2CCCCC2)CC1	-23%[2.33 µM]	-4%[11.4 µM]	-20%	1	0%
25	CC(C)(C)NCc1cc2ccccc2[nH]c1=O	8%	4%	-12%	0	0%
26	CN(C)c1nc(SCC(=O)Nc2ccccc2)nc(N2CCOCC2)n1	4%	-14%	12%	-5	1%
27	O=S(=O)(Nc1cccc(-c2cn3c(n2)SCC3)c1)c1ccc(F)cc1F	.	?	5%	-1	-2%
28	Cc1ccc(S(=O)(=O)N2CCN(C(=O)CCn3cncn3)CC2)cc1	-35%	-3%	-3%	6	5%
29	O=C(NCc1cccc(C(F)(F)F)c1)C1CC(c2cccc(F)c2)=NO1 (stereo unspecified)	4%[12.7 µM]	8%	-3%	-3	7%
30	O=C(COc1cccc2c1CCN(Cc1ccc(Br)cc1)C2=O)N1CCOCC1	2%	-11%	-12%	-12	2%

no.	HP1b chromo inh	PGK inhibitor	ERG-DNA inh	BAZ2B inh
21	9%	-3%	12%	4%
22	21%	-2%	-7%	?
23	28%	-6%	-3%	-28%
24	-9%	-9%	-7%	4%
25	33%	-1%	-9%	4%
26	3%	-1%	-6%	-21%
27	?	-8%	-6%	?
28	37%	-4%	0%	2%
29	46%[activator]	-4%	-8%	-5%
30	30%	-4%	-1%	-17%

Reformatted: entries from further up.
| # | compound | G9a inh | JMJD2A Tudor inh | GLS inhibitor | PI4K2A block | Pin1 inh | HP1b chromo inh | PGK inhibitor | ERG-DNA inh | BAZ2B inh |
| --- | --- | --- | --- | --- | --- | --- | --- | --- | --- | --- |
| 14 | COc1ccc2nc(/C(C#N)=C\c3ccc(C(=O)O)cc3)[nH]c2c1 | -6% | 3% | -2% | -3 | 47%[activator] | 39%[activator] | 0% | 12% | 13% |
| 9 | O=S(=O)(c1ccc(Cl)cc1)N1CCc2ccccc21 | 16%[59 µM] | 17% | 1% | -1 | 18% | 59%[activator] | -10% | 1% | 14% |
| 3 | CCC(=O)N(c1nnc(SCC(=O)NN2C(=O)NC3(CCCCC3)C2=O)s1)C1CC1 | 0%[59 µM] | -16% | -5% | 4 | 1% | 22% | -10% | 7% | 15% |

Remaining list, next part
no.	molecule	G9a inh	JMJD2A Tudor inh	GLS inhibitor	PI4K2A block	Pin1 inh
31	C=CCSc1cc(C)nc2c(-c3ccc(Cl)cc3)c(C)nn12	1%	-1%	-5%	5	2%
32	COc1cccc(N2CCN(C(=O)c3c4c(nc5ccccc35)C(=O)N(C3CCCCC3)C4)CC2)c1	3%[59 µM]	-36%	2%	-2	-6%
33	COC(=O)c1oc2c(c1C)C(=O)CCC2	21%[59 µM]	-17%	-6%	-10	-3%
34	COc1cccc2[nH]c3c(N4CCC5(CC4)OCCO5)ncnc3c12	23%	-10%	4%	3	0%
35	Cc1ccc(-c2cc(C(=O)N3CCN(c4ccccc4O)CC3)c3ccccc3n2)cc1	40µM*	?	7.1µM*	-3	3%
36	COc1ccc(C(C)=O)c(Oc2cc(NN3CCCCC3)c([N+](=O)[O-])cc2[N+](=O)[O-])c1	.	-35%	3%	2	-4%
37	CC1(C)CC(=O)C2=C(C1)NCN(Cc1ccc3c(c1)OCO3)C2	-34%	-11%[11.4 µM]	16%	-1	3%
38	COc1ccc([N+](=O)[O-])cc1NC(=O)COC(=O)Cc1cc(OC)c(OC)c(OC)c1	-39%[59 µM]	-16%	0%	-1	-1%
39	Cc1cc(NC(=O)c2cc3n(n2)C(C(F)(F)F)CC(c2ccc(Cl)c(Cl)c2)N3)no1 (stereo unspecified)	23%[59 µM]	3%	3%	-6	0%
40	Cc1nc(C)c(CC(=O)N/N=C/c2ccc(O)cc2)c(=O)[nH]1	-2%	5%	27%	0	8%

no.	HP1b chromo inh	PGK inhibitor	ERG-DNA inh	BAZ2B inh
31	35%	12%	-1%	11%
32	-12%	i	5%	-26%
33	13%	7%	0%	-10%
34	35%	8%	9%	-3%
35	-7%	4%	10%	-36%
36	-10%	6%	4%	-34%
37	-2%	-5%	0%	-11%
38	13%	i	-5%	-32%
39	28%	2%	3%	15%
40	36%	-1%	.	-14%

Other structures follow:
no.	molecule	G9a inh	JMJD2A Tudor inh	GLS inhibitor	PI4K2A block	Pin1 inh
41	COCCCn1c(C)nc2c(c1=O)c1nc3ccccc3nc1n2CCc1ccccc1	-23%	1%	10%	2	-1%
42	COc1ccc(S(=O)(=O)N2CCOCC2)cc1NC(=O)/C=C/c1ccc(F)cc1	-8%	-19%	3%	-2	-6%
43	Cc1cc(C(=O)Nc2c(C)nn(Cc3c(Cl)cccc3Cl)c2C)no1	-28%[59 µM]	-19%	0%	3	12%
44	Cc1ccc(C)c(NC(=O)C2C(c3ccccc3)C2(Cl)Cl)c1 (stereo unspecified)	11%[59 µM]	-2%	-6%	-2	-7%

no.	HP1b chromo inh	PGK inhibitor	ERG-DNA inh	BAZ2B inh
41	26%	2%	-6%	-4%
42	9%	-8%	9%	5%
43	38%	-4%	-7%	1%
44	10%	-7%	.	4%

As entered above:
Under ERG-DNA inh, Cc1ccccc1OCCSCc1nc2ccccc2[nH]1 shows 5%
Under ERG-DNA inh, CC(C)(C)NCc1cc2ccccc2[nH]c1=O shows -9%
